Screening results (PubChem)
TRHR enhancer = allosteric enhancers of human TRH receptor. AID 493056. TRHR cells, fluo-8 calcium fluorescence, EC20 TRH enhancement. actives 0.66% (n = 360,000). P34981. enhancement, % at 2 µM; in the data active = enhancement above about 30%; also: 0% is about no effect
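TRHR-expressing cells loaded with fluo-8 calcium dye were read kinetically (ex 480/em 530) during compound addition, then stimulated with an EC20 of TRH (10 nM final). Enhancement of the Gq-mediated intracellular calcium response was scored.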
USP1 inh = blocks the human USP1/UAF1 deubiquitinase complex. O94782. Potency, µM (series often up to 57.1 µM), inactives show top-dose activity change, negative = inhibition, hits mostly inhibitors. recombinant USP1/UAF1, Ub-Rhodamine cleavage fluorescence. actives 0.23% (n = 390,000); also: potency is read from the fitted curve at half-maximal effect; % is scaled to controls: 0 for no effect and ±100 for the full control effect; nearly all actives have a fitted effect of over 60% in size; inactives centre near -12
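Step one: compound is pinned into 1nM USP1/UAF1 in HEPES pH 7.8 buffer with TCEP. Step two: 15 min room-temperature incubation. Step three: Ub-Rho (150nM final) starts cleavage, tracked by fluorescence over six one-minute reads.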
D2 ag = D2 dopamine receptor (human) agonism. HEK293 T-REx D2 cells, calcium flux agonist mode. activation, % at 2 µM. actives 0.53% (n = 340,000). AID 485358;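 active = activation over 3 SD above normal in the single-dose calcium agonist read, cut at about 30% in these data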; also: 0% is about no effect
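In this primary screen, compounds producing a positive calcium signal within 180 s of addition to tetracycline-induced, force-coupled HEK293 Trex D2 cells are flagged; cells are dye-loaded with a no-wash calcium kit beforehand.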
rTrxR1 inhibitor = blocks rat thioredoxin reductase 1 | O89049 | recombinant rTrxR1, NADPH fluorescence consumption, selenite substrate | Potency, µM (titrated, usually from 114 µM), for the others: top-dose activity change, negative = inhibition, actives largely listed as inhibitors | actives 1% (n = 390,000) | AID 588453; also: potency is read from the fitted curve at half-maximal effect; % is scaled to controls: 0 for no effect and ±100 for the full control effect; nearly all actives have a fitted effect of over 65% in size
Target sequence (O89049 whole entry, looked up): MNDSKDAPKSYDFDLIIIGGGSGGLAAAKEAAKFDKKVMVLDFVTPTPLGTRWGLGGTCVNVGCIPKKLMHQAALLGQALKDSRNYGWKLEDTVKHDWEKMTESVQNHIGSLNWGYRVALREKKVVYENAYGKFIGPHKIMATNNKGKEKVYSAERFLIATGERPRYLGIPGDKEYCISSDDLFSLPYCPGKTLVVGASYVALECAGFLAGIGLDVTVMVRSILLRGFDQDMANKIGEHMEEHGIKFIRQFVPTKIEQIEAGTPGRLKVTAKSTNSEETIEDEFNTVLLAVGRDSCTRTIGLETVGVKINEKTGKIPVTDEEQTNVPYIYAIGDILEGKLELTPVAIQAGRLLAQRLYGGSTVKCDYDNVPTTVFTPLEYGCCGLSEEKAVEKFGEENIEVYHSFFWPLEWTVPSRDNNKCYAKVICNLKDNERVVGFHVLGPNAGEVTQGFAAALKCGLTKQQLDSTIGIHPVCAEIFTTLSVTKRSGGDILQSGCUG
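Rat TrxR1 (90 nM in the dispensed reagent) was pre-reduced with 400 uM NADPH for 5 min at room temperature, then incubated with compound for 15 min. After 400 uM selenite was added, NADPH fluorescence (Ex 340/Em 450 nm) was followed for 8 min.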
PI4K2A block = inhibitors of human PI4K2A | actives 0.13% (n = 420,000) | purified PI4K2A, ADP-Glo luminescence, 1 h; active compounds read low | activity change, negative = inhibition, % at 76.9 µM | Q9BTU6; in the data active = activity change below about -50%; inconclusive = mostly about -30% to -49%;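 also: -100% = wells without enzyme as full effect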
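Compounds are screened against recombinant PI4K2A using PI as substrate and ATP, the latter dispensed at 300 microM. Reactions run one hour at ambient temperature before ADP-Glo detection; full inhibition defined by wells lacking enzyme.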
D2 antagonist = D2 dopamine receptor (human) antagonism | P14416 | inhibition, % at 10 µM | actives 2% (n = 340,000) | HEK293 TREx D2 cells, calcium flux, dopamine EC80; in the data active = inhibition above about 30%; also: 0% is about no effect
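Inhibition of EC80 dopamine-driven calcium flux, recorded kinetically, defines activity here; cells are a tetracycline-induced HEK293 T-REx line expressing force-coupled D2.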
mIDH1 inhibitor = human IDH1 R132H inhibition. O75874. IDH1-R132H enzyme, NADPH consumption, diaphorase/resazurin fluorescence. Potency, µM (titrated, usually from 76.6 µM), for inactives: at the top dose activity change, negative = inhibition, usual class: inhibitors. actives 0.093% (n = 390,000); also: potency is read from the fitted curve at half-maximal effect; % is scaled to controls: 0 for no effect and ±100 for the full control effect; nearly all actives have a fitted effect of over 65% in size
Target sequence (O75874 whole entry R132H, stated change not applied): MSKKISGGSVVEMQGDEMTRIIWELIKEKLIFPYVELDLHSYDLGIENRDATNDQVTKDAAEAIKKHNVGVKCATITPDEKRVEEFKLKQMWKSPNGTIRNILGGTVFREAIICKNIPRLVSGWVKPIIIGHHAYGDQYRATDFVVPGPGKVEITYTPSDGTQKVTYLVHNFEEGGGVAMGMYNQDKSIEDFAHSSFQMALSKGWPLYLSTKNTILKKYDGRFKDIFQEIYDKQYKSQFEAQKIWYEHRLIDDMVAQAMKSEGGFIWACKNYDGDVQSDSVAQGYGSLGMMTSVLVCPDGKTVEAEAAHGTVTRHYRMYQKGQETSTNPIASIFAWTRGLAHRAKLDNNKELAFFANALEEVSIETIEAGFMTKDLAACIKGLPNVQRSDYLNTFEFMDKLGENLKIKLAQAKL
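IDH1-R132H (0.5 ug/mL dispensed) in pH 7.5 Tris buffer was preincubated 30 min with compound, then given a substrate mix of 0.016 mM NADPH and 2 mM alpha-KG for 80 min at room temperature; remaining NADPH was read by diaphorase/resazurin fluorescence.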
TRHR agonist = TRH receptor (human) agonism | P34981 | TRHR cells, calcium flux fluo-8, FDSS agonist mode | activation, % at 2 µM | actives 0.18% (n = 360,000) | AID 493084; in the data active = activation above about 30%; also: 0% is about no effect
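In this calcium-flux screen, cells bearing human TRHR are dye-loaded with fluo-8, baselined for 10 cycles, then exposed to library compounds; positive kinetic calcium responses during the agonist phase mark hits, with TRH as control.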
TrxR1 substrate = rat thioredoxin reductase 1 substrate activity | actives 0.01% (n = 390,000) | Potency, µM (top dose mostly 114 µM), without a hit: at the top dose activity change, negative = substrate turnover | AID 588456 | purified TrxR1 substrate turnover, NADPH consumption readout | O89049; also: potency is read from the fitted curve at half-maximal effect; % is scaled to controls: 0 for no effect and ±100 for the full control effect; nearly all actives have a fitted effect of over 50% in size
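Rat TrxR1, dispensed at 90 nM, was prereduced with 400 uM NADPH (final) for 5 min at ~22 deg C, then incubated with compound 15 min before 400 uM selenite. A first-read NADPH fluorescence drop versus no-compound background flagged substrates.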
* marks the source's active call; other numbers are inactive results; ? = inconclusive; · = no result given; & = joins results of further samples; [ ] = remark or other dose. Unless noted, calls follow the shape of the dose curve; as a rule, active = well fitted inhibition curve with a large enough effect; inconclusive = small, poorly fitted or top-dose-only effect; inactive = no such curve, though single readings can be large or run the other way. Rows are unselected, and some 3.9% of all compounds hit somewhere here.

SMILES	TRHR enhancer	USP1 inh	D2 ag	rTrxR1 inhibitor	PI4K2A block	D2 antagonist	mIDH1 inhibitor	TRHR agonist	TrxR1 substrate
COc1cccc(NC(=O)NC(C)C2CC3CCC2C3)c1 (stereo unspecified)	0	-19%	0.4	26%	1	1	21%	0.2	7%
CC(C)N(C(=O)Cn1c(=O)oc2ccccc21)c1ccccc1	-9	3%	-2.4	2%	3	11	4%	0.8	-3%
COc1ccc(NC(=O)/C=C/c2cccc(Br)c2)cn1	11	-23%	0.9	-4%	-6	19	16%	0.7	-7%
COc1cccc(CNC(=O)CSc2nnc3c(n2)[nH]c2ccc(OC)cc23)c1	-2	1%	1.2	33%[57.1 µM]	1	2	-7%	-0.7	8%[57.1 µM]
NS(=O)(=O)c1ccc(CCNC(=O)c2ccc3nc4ccc(Cl)cc4c(=O)n3c2)cc1	-6	-12%	2.0	64%[activator]	3	13	5%	0.1	9%[57.1 µM]
COc1ccc(C2CC(=O)c3c([nH]c(C(=O)OCc4ccccc4)c3C)C2)cc1OC (stereo unspecified)	-1	-16%	1.2	2%	-4	·	0%	1.3	-3%
Cc1ccc(S(=O)(=O)Nc2cc3c4c(c2)CC(=O)N4CCC3)cc1	7	-19%	-0.1	0%	-1	-16	7%	-0.3	-5%
CCCCSCCCNC(=O)C1CCN(Cc2nc(-c3ccc(CC)cc3)oc2C)CC1	4	?	-0.4	23%	1	·	0%	-0.3	0%
Brc1ccccc1OCCCN1CCOCC1	0	-4%	0.6	-7%	8	2	8%	-0.2	-2%
Cc1ccc(C(=O)COC(=O)CNC(=O)Cc2ccccc2)cc1[N+](=O)[O-]	5	-20%	-0.7	13%[57.1 µM]	-1	-5	1%	-0.5	9%[57.1 µM]
OCCCN=C1CCCc2c1[nH]c1ccc(Cl)cc21	-1	4%	0.3	5%[57.1 µM]	8	-2	4%	0.1	5%
COc1ccc(/C=C(/NC(=O)c2ccccc2)C(=O)N/N=C/c2ccncc2)c(OC)c1	-5	-9%	-0.3	-6%[57.1 µM]	0	-13	-6%	0.3	3%[57.1 µM]

Next section; it opens with the two that closed the last part.
SMILES	TRHR enhancer	USP1 inh	D2 ag	rTrxR1 inhibitor	PI4K2A block	D2 antagonist	mIDH1 inhibitor	TRHR agonist	TrxR1 substrate
OCCCN=C1CCCc2c1[nH]c1ccc(Cl)cc21	-1	4%	0.3	5%[57.1 µM]	8	-2	4%	0.1	5%
COc1ccc(/C=C(/NC(=O)c2ccccc2)C(=O)N/N=C/c2ccncc2)c(OC)c1	-5	-9%	-0.3	-6%[57.1 µM]	0	-13	-6%	0.3	3%[57.1 µM]
Cc1cccc(OCC(=O)Nc2ccc(N3CCN(C(=O)c4ccco4)CC3)cc2)c1C	-5	-19%	-0.7	20%	0	16	2%	-0.3	2%
Cc1cccc(-c2nc(CN3CCCC(C(=O)NC4CCCCCC4)C3)c(C)o2)c1 (stereo unspecified)	2	-9%	0.0	-6%[57.1 µM]	2	27	2%	1.3	1%[57.1 µM]
CCc1ccc(NC(=O)Cn2cc(S(=O)(=O)N3CCCC3)c(S(=O)(=O)N3CCCC3)c2)cc1	-17	?	-0.3	13%	-2	·	-7%	1.1	1%
O=C1c2ccccc2C(=O)c2c1cccc2N1CCN(CCO)CC1	9	-21%	-0.8	-1%	-7	-10	8%	0.4	0%
O=S(=O)(C(=CNc1ccccc1)S(=O)(=O)c1ccccc1)c1ccccc1	3	-10%	·	-24%	0	·	1%	-1.8	-21%
N#C/C(=C\c1c[nH]c2ccccc12)C(=O)NC1CCCC1	10	1%	0.1	-6%	-7	-1	10%	-0.2	-12%
N#CC1(NC(=O)CN2c3cccc4cccc(c34)S2(=O)=O)CCCCC1	-12	-18%	0.8	0%	-5	14	2%	0.6	23%
CCOC(=O)C1=C(CS(=O)(=O)c2ccccc2)NC(=O)NC1c1ccccc1OCC (stereo unspecified)	7	-3%	0.3	26%	5	36*	14%	-0.3	5%
Cc1cccc(-c2cc(C(=O)NCc3ccccn3)c3ccccc3n2)c1	-2	-5%	-1.5	-12%	-8	10	1%	-1.9	10%
NS(=O)(=O)c1cccc(C(=O)OCC(=O)NC2CCCc3ccccc32)c1 (stereo unspecified)	·	-14%	·	19%	6	·	6%	·	8%
Cc1ccc(CN2CCN(/N=C/C(Br)=C\c3ccccc3)CC2)cc1	3	-4%	0.5	18%[57.1 µM]	-1	0	3%	-0.3	4%[57.1 µM]
CCN(CCn1cccn1)C(=O)c1ccc2nc(Cc3ccc(OC)cc3)oc2c1	-1	-25%	0.3	1%	3	6	4%	-0.2	-6%
O=C(Cn1ncc2c3ccccc3n(Cc3ccccc3)c2c1=O)NCc1ccco1	3	-13%	0.3	19%	-20	1	2%	0.3	15%
O=C(NNC(=O)C1CC2CCC1C2)c1ccccc1 (stereo unspecified)	-4	-7%	0.4	0%	0	0	-4%	0.3	3%
COc1ccc(C(=O)OCC(=O)NC23CC4CC(CC(C4)C2)C3)c(OC)c1OC	7	-6%	0.1	6%	5	3	0%	-0.1	1%
CNC(=O)c1ccccc1NC(=O)c1ccco1	-2	0%	-1.3	-12%	-2	-3	1%	0.4	-11%
CCCCCCCN1CCC(=O)N([C@H](CO)Cc2ccccc2)CC1	-6	-19%	-0.8	9%&0%	3	16	5%	0.2	-3%&1%
CCOC(=O)c1cccc(NC(=O)c2sc3nc[nH]c(=O)c3c2C)c1	-3	7%	0.9	28%[57.1 µM]	1	·	2%	-0.3	4%[57.1 µM]
CCOC(=O)C1=C(CC)Nc2ccccc2N=C1NC(=O)c1ccc(C)c(S(=O)(=O)N2CCOCC2)c1	10	-23%	-0.3	16%	-1	-22	4%	0.0	5%
O=S(=O)(c1ccc(-c2ccon2)s1)N1CCN(CCN2CCOCC2)CC1	0	-16%	·	6%[57.1 µM]	-2	3	4%	-0.1	-17%[57.1 µM]
C=C(C)CN(CC)C(=O)CC1C(=O)NCCN1C (stereo unspecified)	-2	-22%	·	6%[57.1 µM]	7	·	-4%	0.2	9%[57.1 µM]
C#CCNc1c2c(nc3ncnn13)CC(C)CC2 (stereo unspecified)	6	-17%	-2.0	?	1	25	4%	-0.7	0%
COc1ccc(CCNC(=O)COC(=O)c2ccc(OC)cc2OC)cc1	-6	2%	0.2	-14%	0	0	2%	-0.3	-10%
O=S(=O)(Cc1ccccc1)c1nc2ccccc2n1Cc1ccccn1	3	-7%	0.1	20%[57.1 µM]	1	10	0%	-0.2	8%[57.1 µM]
O=C(Nc1ccnc(-c2ccncc2)n1)c1cccs1	-5	-19%	8.3	20%	0	-14	4%	0.4	2%
O=C1NC(=Nc2ccccc2)S/C1=C\c1cccs1	-1	-11%	-0.9	28%	-3	-6	1%	-0.6	3%
CCOC(=O)c1noc2nc(C)n(Cc3cccc([N+](=O)[O-])c3)c(=O)c12	3	-22%	-1.0	12%[57.1 µM]	2	·	13%	-0.6	6%[57.1 µM]
COc1ccccc1N1CC(C(=O)Nc2nnc(SCC(=O)NC(C)C)s2)CC1=O (stereo unspecified)	0	-13%	0.8	-11%	-4	-23	-10%	0.9	-1%
c1c2c(cc3sc(N4CCCCC4)nc13)OCCO2	0	-1%	0.2	7%	?	-5	3%	0.4	-4%
O=C(Cn1cc(COc2ccc(C(=O)c3ccccc3)cc2)nn1)c1ccc(O)cc1	·	-33%	·	9%	-23	·	-2%	·	6%
COc1ccc(/C=C/C(=O)c2ccccc2)cc1COc1ccc(F)cc1	-5	-23%	2.9	8%	25	13	-1%	3.6	0%
Cn1c(CN2CCOCC2)nc2cc(NC(=O)COc3ccc([N+](=O)[O-])cc3)ccc21	-3	-4%	0.5	13%[57.1 µM]	1	10	0%	0.1	5%[57.1 µM]
CN(c1ccccc1)S(=O)(=O)c1ccccc1Br	-4	-23%	-0.1	10%&8%	-1	-13	-2%	0.1	6%&-5%
COc1c([N+](=O)[O-])c(=O)n(-c2ccccc2)c2ccccc12	4	-20%	0.6	6%	-2	-4	5%	-0.3	-2%
O=C(CCCc1ccccc1)Nc1ccc2c(c1)OCCO2	-1	-15%	-2.2	6%[57.1 µM]	-3	8	2%	-1.4	-3%[57.1 µM]
Cc1[nH]n2cnnc2c(=O)c1Br	1	-24%	-0.6	20%	1	-18	8%	0.6	7%
COc1ccc(-c2cc(C(=O)N3CCN(c4ccccc4)CC3)no2)cc1OC	-3	-25%	0.7	6%[57.1 µM]	-2	13	-1%	1.1	-6%

Among those listed so far, 8 contain a halogen:
SMILES	TRHR enhancer	USP1 inh	D2 ag	rTrxR1 inhibitor	PI4K2A block	D2 antagonist	mIDH1 inhibitor	TRHR agonist	TrxR1 substrate
COc1ccc(NC(=O)/C=C/c2cccc(Br)c2)cn1	11	-23%	0.9	-4%	-6	19	16%	0.7	-7%
NS(=O)(=O)c1ccc(CCNC(=O)c2ccc3nc4ccc(Cl)cc4c(=O)n3c2)cc1	-6	-12%	2.0	64%[activator]	3	13	5%	0.1	9%[57.1 µM]
Brc1ccccc1OCCCN1CCOCC1	0	-4%	0.6	-7%	8	2	8%	-0.2	-2%
OCCCN=C1CCCc2c1[nH]c1ccc(Cl)cc21	-1	4%	0.3	5%[57.1 µM]	8	-2	4%	0.1	5%
Cc1ccc(CN2CCN(/N=C/C(Br)=C\c3ccccc3)CC2)cc1	3	-4%	0.5	18%[57.1 µM]	-1	0	3%	-0.3	4%[57.1 µM]
COc1ccc(/C=C/C(=O)c2ccccc2)cc1COc1ccc(F)cc1	-5	-23%	2.9	8%	25	13	-1%	3.6	0%
CN(c1ccccc1)S(=O)(=O)c1ccccc1Br	-4	-23%	-0.1	10%&8%	-1	-13	-2%	0.1	6%&-5%
Cc1[nH]n2cnnc2c(=O)c1Br	1	-24%	-0.6	20%	1	-18	8%	0.6	7%
